From PubChem BioAssay
ATG4B inhibitor: inhibitors of human ATG4B cysteine protease | ATG4B cleavage of LC3-PLA2, NBD-HPC fluorescence, 1 h | inhibition, % at 8.33 µM | actives 0.51% (n = 340,000) | AID 504462; in the data active = inhibition above about 40%
mIAP act: mouse IAP activation; muIAP, CDP-Star luminescence, 30 min; hits give high values; 1 = vehicle-only enzyme signal, 0 = enzyme-free wells; AID 2805; actives 0.24% (n = 330,000); activation factor at 10 µM;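 active = activation factor of at least 2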; note: the source names both 10 and 20 µM as test concentration; values of inactives mirror those of a sister screen read the other way
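Assay system: mouse IAP enzyme; reagent: chemiluminescent substrate CDP-Star; dosing: test compounds delivered from DMSO solution; schedule: 30 min at room temperature; measured by: luminescence from enzymatic CDP-Star hydrolysis; controls: DMSO-only wells and no-enzyme negative control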
HKDC1 inhibitor: blocks human hexokinase HKDC1 activity. Q2TB90. recombinant HKDC1, G6PDH/diaphorase resazurin coupled fluorescence. inhibition, % at 20 µM. actives 0.16% (n = 340,000). AID 493160;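 active = inhibition above about 35% when tested at 20 µM, limit read from the data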;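 note: plate controls were DMSO wells with enzyme for no effect and DMSO wells lacking enzyme for full effect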
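Assay system – recombinant HKDC1 (HK5) hexokinase enzyme, produced in-house · Input – HKDC1 at 5 µg/mL · Reagent – glucose plus 1 mM ATP as hexokinase substrates · Timing – 90 min reaction incubation at room temperature, dark · Measured by – G6PDH/diaphorase-coupled fluorescence, 1 mM NADP, 100 µM resazurin, 525/613 nm · Benchmarks – DMSO-enzyme wells negative, buffer-substituted wells positive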
PfG6PD inh: PfG6PD (Plasmodium falciparum) enzyme inhibition. PfGluPho enzyme, NADPH resazurin-diaphorase fluorescence. inhibition, % at 20 µM. actives 0.78% (n = 350,000). AID 504690;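 active = inhibition reaching at least a set limit at 20 µM in the primary screen, cut at about 59% in these data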;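 note: 0% = DMSO wells with substrate and 100% = DMSO wells lacking glucose-6-phosphate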
hIAP act: increases human intestinal alkaline phosphatase activity; P09923; purified human IAP, CDP-Star luminescence, 30 min; hits give high values; 1 = vehicle-only enzyme, 0 = enzyme-free background; activation factor at 10 µM; actives 0.16% (n = 330,000);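 active = activation factor of the enzyme at least 2-fold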; note: the source names both 10 and 20 µM as test concentration; values of inactives mirror those of a sister screen read the other way
Target sequence (P09923 whole entry, looked up): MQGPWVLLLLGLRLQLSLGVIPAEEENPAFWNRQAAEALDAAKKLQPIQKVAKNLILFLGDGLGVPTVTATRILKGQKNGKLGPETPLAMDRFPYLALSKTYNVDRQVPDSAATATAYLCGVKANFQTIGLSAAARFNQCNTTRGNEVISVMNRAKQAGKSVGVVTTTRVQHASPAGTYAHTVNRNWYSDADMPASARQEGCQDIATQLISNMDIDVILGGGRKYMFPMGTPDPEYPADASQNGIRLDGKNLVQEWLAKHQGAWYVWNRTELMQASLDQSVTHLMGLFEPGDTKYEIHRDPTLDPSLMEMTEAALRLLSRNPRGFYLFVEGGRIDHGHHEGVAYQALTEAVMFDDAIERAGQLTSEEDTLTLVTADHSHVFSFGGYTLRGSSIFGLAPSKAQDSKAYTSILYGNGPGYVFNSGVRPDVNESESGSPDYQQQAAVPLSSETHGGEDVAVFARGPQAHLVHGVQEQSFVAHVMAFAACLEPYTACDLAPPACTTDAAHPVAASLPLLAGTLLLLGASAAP
hIAP inh: human IAP inhibition; actives 0.12% (n = 330,000); inhibition, % at 10 µM; purified IAP, CDP-Star luminescence, 30 min; AID 2544;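 active = inhibition reaching a set limit with compound at 10 µM in the primary screen, cut at about 35% in these data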;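 note: plate controls were DMSO wells with enzyme for no effect and no-enzyme buffer wells for full effect; values of inactives mirror those of a sister screen read the other way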
APOBEC3A inh: inhibitors of human APOBEC3A DNA deaminase. P31941. recombinant A3A, FAM/TAMRA ssDNA deamination fluorescence. inhibition, % at 20 µM. actives 0.41% (n = 330,000);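 active = at least 40% inhibition at 20 µM here, with at most 30% in a related deaminase screen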;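 note: plate controls were A3A with DMSO for no effect and wells lacking A3A enzyme for full effect; some results filed as inactive read as strong as hits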
Target sequence (P31941 whole entry, looked up): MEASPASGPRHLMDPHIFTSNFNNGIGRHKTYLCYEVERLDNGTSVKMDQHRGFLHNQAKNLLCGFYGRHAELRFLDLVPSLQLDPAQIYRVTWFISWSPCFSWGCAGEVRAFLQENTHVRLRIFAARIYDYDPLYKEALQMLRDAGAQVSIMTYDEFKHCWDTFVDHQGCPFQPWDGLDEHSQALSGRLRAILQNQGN
mIAP block: blocks mouse intestinal alkaline phosphatase | purified mouse IAP, CDP-Star luminescence, 30 min | inhibition, % at 10 µM | actives 0.2% (n = 330,000);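 active = inhibition of at least 40% at 10 µM in the primary screen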;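 note: plate controls were DMSO with enzyme for no effect and no enzyme wells for full effect; values of inactives mirror those of a sister screen read the other way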
The depositor's hits bear a star.

SMILES	ATG4B inhibitor	mIAP act	HKDC1 inhibitor	PfG6PD inh	hIAP act	hIAP inh	APOBEC3A inh	mIAP block
COc1ccccc1CNC(=O)Cn1nnnc1CN(C)C(C)C	2	1.1	-8	-18	0.88	12	-2	-10
SC(COCc1ccccc1)CN1CCN(Cc2ccc3c(c2)OCO3)CC1 (configuration not stated)	-9	0.94	-20	12	1.5	-54	-5	6
CCN(CC)C(=O)CN1CCN(c2ccccc2F)CC1	3	1	-9	11	1	-4	0	-1
CCCCOc1ccccc1C(=O)NCCCCCC(=O)O	-9	0.95	-6	-14	0.96	4	4	5
O=C(O)CSC(=S)N1CCCCC1	-10	0.95	-9	-11	1.1	-10	-4	5
COC(=O)c1ccc(-c2ccc(F)cc2)nc1C	6	0.95	-8	-9	0.82	18	-2	5
CCOP(=O)(OCC)C(Nc1ccccc1)c1cc(OC)ccc1OC (configuration not stated)	-5	1	-15	-12	0.95	5	-3	-2
COC(=O)N/N=C(\C)c1ccccc1OC(F)F	3	0.92	-12	1	0.98	2	-2	8
O=C(Cn1cnc2scc(-c3ccc(Br)cc3)c2c1=O)N1CCOCC1	3	1	-4	5	0.99	1	-2	-1
CCC(=O)Nc1cc(C(=O)O)ccc1S(=O)(=O)c1ccc(C)cc1	3	1	-7	-12	1	-1	47*	-2
CN1CCN(C(=O)/C(=C/c2ccc([N+](=O)[O-])cc2)NC(=O)c2ccccc2)CC1	3	0.97	1	-5	0.86	14	-7	3
C=CCN(c1ccccc1OC)S(=O)(=O)c1cccc(C(=O)NCc2ccco2)c1	-5	1.1	-6	1	1.1	-8	-3	-6
CSCCC(NS(=O)(=O)c1ccc(Cl)cc1)C(=O)OCc1c(Cl)cccc1Cl (configuration not stated)	19	0.93	0	6	0.94	6	-1	7
CCN(CC(=O)Nc1c(F)cccc1F)C(=O)C1CCN(C(=O)Nc2ccccc2)CC1	1	1.1	-6	-6	1.1	-9	-2	-7
CC(O)CNc1nc2c(c(=O)n(C)c(=O)n2C)n1Cc1cccc(Br)c1 (configuration not stated)	3	1	-8	-7	1	-3	-6	-1
COc1ccc(/C=N/NS(=O)(=O)c2ccc(C)cc2)cc1OC(=O)c1ccc(C)cc1	-18	0.92	3	3	0.9	10	-1	8
O=C(COC(=O)c1cccc([N+](=O)[O-])c1)NCC1CCCO1 (configuration not stated)	-16	1.1	-8	18	2	-97	-1	-6
CCC(C(=O)OCC(=O)N1C(C)CCCC1C)c1ccccc1 (configuration not stated)	-3	1.1	-5	4	0.91	9	5	-10
O=C(CCC1CCCC1)N1CCN(S(=O)(=O)Cc2ccccc2)CC1	-11	1	-4	3	0.94	6	2	0
CCN(C(=O)COC(=O)CCOc1cccc(C)c1)c1c(N)n(Cc2ccccc2)c(=O)[nH]c1=O	-1	1	-5	1	1.1	-15	0	-4
COc1ccc(OCc2nnc(SCC(=O)NCC3CCCO3)n2N)cc1 (configuration not stated)	8	0.88	-3	42	1	-3	-1	12
CCOC(=O)c1c(NC(=O)CSc2cccc[n+]2[O-])sc(C(=O)Nc2ccccc2)c1C	0	1	-10	-8	1.1	-10	-1	-3
Cc1nc(SCC(=O)NCc2ccco2)c2oc3ccccc3c2n1	-10	0.88	5	-3	1	-4	-5	12
CC(=O)c1cn(-c2ccc(Cl)cc2)c(=O)n(Cc2ccc(F)cc2)c1=O	7	1	-2	-4	1.2	-16	-5	0
O=C(NCc1ccccc1)C(c1ccco1)N(C(=O)c1csnn1)c1ccccc1 (configuration not stated)	-3	1	-8	3	1.2	-20	-5	-2
O=S(=O)(c1ccccc1)c1nc(-c2ccccc2)oc1N1CCCC1	0	1	-2	3	0.96	4	-1	-5
CCN(CC)CCN(C(=O)c1ccc2c(c1)OCCO2)c1nc2cc(C)cc(C)c2s1	0	0.96	1	37	0.97	3	0	4
Cc1ccc(S(=O)(=O)Nc2ccccc2C(O)c2ccccc2)cc1 (configuration not stated)	9	0.96	1	33	1.3	-32	1	4
COC(=O)c1cc(Br)c(=O)n(CCc2ccc(F)cc2)c1	2	1	-2	-7	1.1	-7	-7	0
Cc1ccc(NC(=O)COC(=O)Cn2cnc3ccccc32)cc1S(=O)(=O)N(C)C	1	1	-3	19	0.98	2	-4	-1
CN1CCN(S(=O)(=O)c2ccc(NC(=O)COc3ccccc3Cl)cc2)CC1	-6	1	0	-13	0.98	2	4	-2
COc1ccc(OC)c(-c2csc(N(C)C(=O)Cc3ccccc3)n2)c1	-8	1.1	-1	22	1.1	-8	0	-5
Cc1cc(C(=O)COC(=O)c2cccs2)c(C)n1-c1c(C)n(C)n(-c2ccccc2)c1=O	6	0.95	-5	-5	0.91	9	-2	5
CN(C)CCNc1c2c(c(C#N)c3nc4ccccc4n13)CCCC2	20	0.97	7	-7	1	-3	3	3
Cc1ccn2c(=O)c(NC(=O)c3cccc4ccccc34)c(C)nc2c1	-2	1	-8	-2	0.9	10	3	0
COc1cc(/C=N/NC(=O)C(=O)NCc2ccco2)cc(Br)c1O	-1	0.76	3	9	0.88	12	10	24
Cc1cccc(Nc2ccc(C(=O)O)cc2[N+](=O)[O-])c1C	3	0.91	2	-14	0.96	4	0	9
O=C(NCCCN1CCOCC1)c1cc(-c2ccccc2)on1	-7	0.97	-20	3	1.1	-5	-4	3
CCOc1cc(C(=S)N2CCOCC2)ccc1OC(=O)c1ccccc1	-2	1.1	-2	8	1	-4	-4	-6
CCOCCCNC(=O)C(NC(=O)Cc1c[nH]c2ccccc12)c1ccc(OC)cc1 (configuration not stated)	-9	0.97	-1	1	1.2	-17	-2	3
Cc1ccc(-n2nc3c(=O)n(CCCC(=O)NCc4ccc(Cl)cc4)nc(C)c3c2C)cc1	-1	1	3	1	1.2	-23	-3	-2
O=C(N/N=C/c1ccc(O)cc1)c1csc2ccccc12	-10	1	0	8	1	-2	2	-1
O=C(COC(=O)Cn1cnc2ccccc21)Nc1cc2c(cc1Cl)C(=O)c1ccccc1C2=O	-6	0.88	7	2	1	-3	3	12
CCOc1c2ccc(C(=O)NCc3ccc(C)cc3)cc2nn1CC	-11	0.92	-1	-4	0.93	7	-2	8
CCOC(=O)C(=N/O)/C(C)=N/NC(C)=O	-3	0.99	-11	-1	1.1	-7	5	1

An excerpt from above in order of length of the SMILES, rising:
SMILES	ATG4B inhibitor	mIAP act	HKDC1 inhibitor	PfG6PD inh	hIAP act	hIAP inh	APOBEC3A inh	mIAP block
CCCCOc1ccccc1C(=O)NCCCCCC(=O)O	-9	0.95	-6	-14	0.96	4	4	5
CCN(CC)C(=O)CN1CCN(c2ccccc2F)CC1	3	1	-9	11	1	-4	0	-1
O=C(N/N=C/c1ccc(O)cc1)c1csc2ccccc12	-10	1	0	8	1	-2	2	-1
Cc1nc(SCC(=O)NCc2ccco2)c2oc3ccccc3c2n1	-10	0.88	5	-3	1	-4	-5	12
CCOP(=O)(OCC)C(Nc1ccccc1)c1cc(OC)ccc1OC (configuration not stated)	-5	1	-15	-12	0.95	5	-3	-2
CN(C)CCNc1c2c(c(C#N)c3nc4ccccc4n13)CCCC2	20	0.97	7	-7	1	-3	3	3
Cc1cccc(Nc2ccc(C(=O)O)cc2[N+](=O)[O-])c1C	3	0.91	2	-14	0.96	4	0	9
O=C(CCC1CCCC1)N1CCN(S(=O)(=O)Cc2ccccc2)CC1	-11	1	-4	3	0.94	6	2	0
O=C(COC(=O)c1cccc([N+](=O)[O-])c1)NCC1CCCO1 (configuration not stated)	-16	1.1	-8	18	2	-97	-1	-6
CCC(=O)Nc1cc(C(=O)O)ccc1S(=O)(=O)c1ccc(C)cc1	3	1	-7	-12	1	-1	47*	-2
CN1CCN(S(=O)(=O)c2ccc(NC(=O)COc3ccccc3Cl)cc2)CC1	-6	1	0	-13	0.98	2	4	-2
CCN(CC)CCN(C(=O)c1ccc2c(c1)OCCO2)c1nc2cc(C)cc(C)c2s1	0	0.96	1	37	0.97	3	0	4
CCN(CC(=O)Nc1c(F)cccc1F)C(=O)C1CCN(C(=O)Nc2ccccc2)CC1	1	1.1	-6	-6	1.1	-9	-2	-7
CCOC(=O)c1c(NC(=O)CSc2cccc[n+]2[O-])sc(C(=O)Nc2ccccc2)c1C	0	1	-10	-8	1.1	-10	-1	-3
CN1CCN(C(=O)/C(=C/c2ccc([N+](=O)[O-])cc2)NC(=O)c2ccccc2)CC1	3	0.97	1	-5	0.86	14	-7	3

Next part:
SMILES	ATG4B inhibitor	mIAP act	HKDC1 inhibitor	PfG6PD inh	hIAP act	hIAP inh	APOBEC3A inh	mIAP block
O=S1(=O)CC=C(CSC(=S)NC2CCS(=O)(=O)C2)C1 (configuration not stated)	0	1	13	13	1.1	-10	1	-4
CSc1nc(-c2ccc(Cl)cc2)c(C#N)c(=O)n1C	2	0.97	-2	-1	0.99	1	2	3
O=C(Nc1ccc(N2CCCCC2)cc1)c1ccc(F)cc1	-9	0.9	-1	2	1.3	-28	-7	10
CN(C)CCNC(=O)C(=O)NCC1OCCCN1S(=O)(=O)c1cccs1 (configuration not stated)	-9	1.1	-9	-6	0.88	12	-1	-5
CC(C)CCNC(=O)C1CC(c2ccccc2[N+](=O)[O-])=NO1 (configuration not stated)	-10	1	-3	8	0.95	5	-3	-4
Cc1ccc(NC(=S)N(CCN(C)C)Cc2cccs2)cc1	-1	1	-2	0	1.1	-5	0	-1
CC1CCN(C(=O)C(=O)Nc2sc3c(c2C(=O)O)CC(C)(C)OC3)CC1	-7	0.86	-3	-14	1.1	-14	13	14
Cc1cc(NC(=O)c2ccc3c(c2)C(=O)N(C2CCCCC2)C3=O)no1	-4	1	-9	-18	1.1	-9	-4	-2
c1ccc2c(c1)oc1c(NCCCn3ccnc3)ncnc12	4	0.88	-6	0	1.2	-18	-5	12
CC(C)NC(=O)c1ccc(COCC(F)(F)C(F)F)cc1	-4	0.96	-6	-9	0.86	14	-1	4
CCn1c(CNc2ccc(F)cc2)nnc1SCC#N	5	0.98	-7	-5	1.1	-7	-1	2
NC(=O)c1ccccc1-c1nc(-c2ccccc2)no1	-3	1.1	-2	-1	1.1	-8	1	-8

Two compounds from above, showing only hIAP inh.
SMILES	hIAP inh
CCn1c(CNc2ccc(F)cc2)nnc1SCC#N	-7
NC(=O)c1ccccc1-c1nc(-c2ccccc2)no1	-8
